Screening results: PubChem, National Center for Advancing Translational Sciences (NCATS)
HCV inh – HCV inhibition; Potency, µM (doses to about 41.8 µM), without a hit: top-dose activity change, negative = inhibition, hits mostly inhibitors; 340,000 tested, 3.4% active; Huh7.5.1 HCVcc-Cre infection, luciferase reporter, 44 h; further: potency means the concentration at half of the fitted maximal effect
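1,000 cells/well; 4 h culture; + compound; + HCVcc-Cre (~0.5 moi); 44 h; luciferase substrate, RT 15 min; read 15 sec.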
AmpC inh no detg – AmpC beta-lactamase inhibition without detergent | AmpC nitrocefin hydrolysis, absorbance 480 nm, 0.0001% Triton | Potency, µM (titrated, usually from 57.1 µM), for the others: top-dose activity change, negative = inhibition, hits mostly inhibitors | 330,000 tested, 0.52% active | AID 485341;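 further: potency means the concentration at half of the fitted maximal effect; plate controls were no compound for no effect and no enzyme for full effect; nearly all actives have a fitted effect of over 20% in size; some results filed as inactive show a strong effect at the top dose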
Target sequence (P00811 whole entry, looked up): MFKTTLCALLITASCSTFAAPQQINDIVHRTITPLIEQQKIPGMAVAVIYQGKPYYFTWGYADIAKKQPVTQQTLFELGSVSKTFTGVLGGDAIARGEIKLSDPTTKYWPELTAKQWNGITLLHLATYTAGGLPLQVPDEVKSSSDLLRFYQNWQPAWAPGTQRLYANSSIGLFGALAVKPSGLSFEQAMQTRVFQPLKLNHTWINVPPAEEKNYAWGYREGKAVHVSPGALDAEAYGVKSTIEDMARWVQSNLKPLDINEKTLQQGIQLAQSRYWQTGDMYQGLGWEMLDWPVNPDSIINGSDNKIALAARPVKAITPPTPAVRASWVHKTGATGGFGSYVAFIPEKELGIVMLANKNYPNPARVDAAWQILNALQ
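AmpC (5.3 nM in the dispensed reagent) in 20 mM phosphate pH 7.0 with 0.01% (detergent screen) or 0.0001% Triton X-100 was preincubated with compounds for 15 min at room temperature. Nitrocefin was then added from an 800 uM solution, and hydrolysis was followed at 480 nm.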
HCMV inh – blocks human cytomegalovirus replication; HFF cells, HCMV-luciferase reporter, 72 h; stronger effect = lower value; activity change, negative = inhibition, % at 57.5 µM; 410,000 tested, 4.5% active; in the data active means activity change below about -60%; inconclusive means no clear call, values can overlap the other calls; inactive means above about -39%
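Cell-based, HFFs, 1000 cells/well, 16 h 37C; cpds in DMSO + HCMV-luc, MOI 1 PFU/cell; 72 h 37C; OneGlo luminescence after 5 min RT; norm. to buffer vs Salinomycin 10uM.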
Tb PYK inh – inhibitors of Trypanosoma brucei pyruvate kinase | AID 624173 | TbPYK enzyme, Kinase-Glo Plus ATP luminescence, 45 min | 410,000 tested, 0.12% active | Q57TT1 | Potency, µM (titrated, usually from 76.8 µM), inactives show at the top dose activity, negative = inhibition, hits mostly inhibitors; further: potency means the concentration at half of the fitted maximal effect; nearly all actives have a fitted effect of over 50% in size
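Readout: single end-point luminescence (Kinase-Glo Plus, 10 min). Reaction conditions were TbPYK/substrate plus 130 uM ADP, 45 min at RT, pH 7.2 TEA buffer. No-enzyme wells served as controls, and data were normalized before concentration-response fitting.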
AmpC detergent – AmpC beta-lactamase inhibition with detergent present; 370,000 tested, 0.041% active; Potency, µM (series often up to 114 µM), for the others: top-dose activity change, negative = inhibition, usual class: inhibitors; AmpC hydrolysis of nitrocefin, absorbance 480 nm, 0.01% Triton; AID 485294;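 further: potency means the concentration at half of the fitted maximal effect; 0% = no-compound wells and -100% = no-enzyme wells; nearly all actives have a fitted effect of over 25% in size; some results filed as inactive show a strong effect at the top dose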
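20 mM phosphate pH 7.0 + 0.01% (detergent screen) or 0.0001% Triton X-100; 5.3 nM AmpC reagent; cpd preinc 15 min RT; nitrocefin (800 uM stock) to start; A480 q20 s × 4 min; Activity was normalised to no-enzyme and no-compound control wells.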
LmPK inh – LmPK (Leishmania mexicana) enzyme inhibition; Q27686; 290,000 tested, 0.37% active; purified LmPK, Kinase-Glo ATP luminescence, 1 h; Potency, µM (top dose mostly 57.5 µM), for inactives: at the top dose activity change, negative = inhibition, hits mostly inhibitors; further: potency means the concentration at half of the fitted maximal effect
Target sequence (Q27686 whole entry, looked up): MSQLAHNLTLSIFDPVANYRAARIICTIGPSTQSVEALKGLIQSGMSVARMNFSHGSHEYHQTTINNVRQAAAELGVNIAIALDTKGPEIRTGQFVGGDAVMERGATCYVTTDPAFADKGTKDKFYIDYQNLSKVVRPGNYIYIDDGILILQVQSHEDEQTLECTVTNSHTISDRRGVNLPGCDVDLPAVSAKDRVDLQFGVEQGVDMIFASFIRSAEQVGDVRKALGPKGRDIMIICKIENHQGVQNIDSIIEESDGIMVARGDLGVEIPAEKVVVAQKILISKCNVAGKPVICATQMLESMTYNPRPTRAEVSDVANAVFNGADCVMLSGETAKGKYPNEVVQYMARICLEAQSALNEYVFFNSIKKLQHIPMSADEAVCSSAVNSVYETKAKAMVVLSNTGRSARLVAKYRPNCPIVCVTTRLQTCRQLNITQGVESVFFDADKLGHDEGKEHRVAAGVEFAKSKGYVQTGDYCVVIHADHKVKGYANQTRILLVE
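ATP generated from ADP (0.1 mM) and PEP (0.5 mM) by 0.1 nM LmPK over 1 h at room temperature (pH 7.2 imidazole buffer) was detected by coupled luciferase luminescence. Values were normalized to uninhibited and no-enzyme wells.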
AMA1-RON2 inh – disrupts binding of P. falciparum AMA1 to RON2; AID 720542; Potency, µM (titrated, usually from 58.2 µM), inactives show top-dose activity change, negative = inhibition, hits mostly inhibitors; AlphaScreen AMA1-biotinylated RON2 peptide binding; 360,000 tested, 0.2% active;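 further: potency means the concentration at half of the fitted maximal effect; 0% = vehicle wells and -100% = peptide control; nearly all actives have a fitted effect of over 45% in size; some results filed as inactive show a strong effect at the top dose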
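AMA1 (3D7) with his tag at 25 nM final met compounds first, then biotinylated RON2 peptide at 25 nM; detection used donor plus acceptor beads, 10 µg/mL apiece, read by AlphaScreen after 30 min at room temperature.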
* hit, by the source's call; ? = inconclusive; / = not tested or not shown; & = joins results of further samples; [ ] = another dose, or the depositor's remark. Unless noted, the call rests on the fitted dose curve; in most records, active means well fitted curve in the direction sought with a large enough effect; inconclusive means small, poorly fitted or top-dose-only effect, or another doubt; inactive means no such curve, though single readings can be large; an effect the other way counts as inactive or inconclusive. Unless noted, on the % scale 0 is the no-effect control and ±100 the full control effect.

SMILES	HCV inh	AmpC inh no detg	HCMV inh	Tb PYK inh	AmpC detergent	LmPK inh	AMA1-RON2 inh
O=C(CN1C(=O)C2CC=CCC2C1=O)NC1=NCCS1 (stereo not drawn)	17%	-9%	27	-3%	-3%	-2%	24%
COC(=O)c1ccc(NC(=O)CN2CCC(NC(=O)c3ccccc3F)CC2)cc1	/	/	-7	5%	/	/	-5%
COc1ccc(N(C)C(=O)CCn2cnc3onc(-c4ccc(F)cc4)c3c2=O)c(OC)c1	/	/	-10	0%	20%	/	/
CN1CCN(C(=O)C2=C[C@@H](C(C)(C)C)C[C@@H](OCc3ccc(CO)cc3)O2)CC1	12%	63%[activator]	-21	3%	-9%	3%	38%
COc1ccc(Nc2nnc(SCC(=O)N3CCCC3)s2)cc1	-8%	-15%	34	-22%	4%	15%	8%
O=C(Cc1cccc2ccccc12)Nc1nc2ccccc2[nH]1	-21%	-28%	-21	11%	-1%	0%	58%[activator]
Cc1cccc(NC(=O)c2ccc(NC(=O)c3ccccc3Br)cc2)c1	?	-48%	-26	-6%	-7%	10%	7%
O=C1CC(N2CCCCCC2)C(=O)N1c1ccc(F)cc1 (stereo not drawn)	17%	-39%	-11	-4%	-1%	0%	-5%
CC(C)COc1ccc(-c2nnn(CC(=O)N3CCCC3)n2)cc1	?	77%[activator]	57	2%	?	-1%	-3%
COCCCNC(=O)CSc1nc(-c2ccccc2)[nH]c1-c1ccc(C)cc1	/	/	-17	-1%	1%	/	/
CCOc1cccc(C(=O)Nc2cccc(-c3nnc(-c4ccccc4)o3)c2)c1	?	-21%	?	-2%	0%	14%	4%
CCCCN1CCc2nc(N3CCN(C)CC3)ncc2C1	/	/	6	2%	4%	/	/
CN(C)c1ccc(C(=O)OCC(=O)NC2CCCCCC2)cc1	?	-3%	-1	-2%	-14%	2%	1%
Cc1ccc(NCC(=O)N/N=C/c2ccc(OC(=O)c3ccco3)cc2)cc1	28%	-21%	33	-1%	-6%	4%	8%
O=C(COC(=O)c1ccco1)NCc1ccccc1Cl	0%	-9%	19	?	5%	-1%	-9%
CNc1cncc(-c2cnn(CC(C)C)c2)n1	/	/	64	2%	/	/	18%
CCOc1ccc(CNS(=O)(=O)c2ccc3c(c2)CC(=O)N3C)cc1	-15%	-17%	-28	-25%	1%	4%	-5%
O=C(N/N=C/c1cn(-c2cccs2)nc1-c1ccccc1)c1ccccc1Br	7.1µM*	-36%	38	3%	?	1%	-4%
COc1cccc(NC(=O)Nc2nc(SC(C)(C)C)ns2)c1	?	-55%	-95*	0%	-14%	0%	-2%
CN1c2ccccc2Oc2c(c(=O)n(C)c(=O)n2C)C1c1cccc([N+](=O)[O-])c1 (stereo not drawn)	3.5µM*	37%	1	-11%	-1%	3%	3%
CC1CCN(S(=O)(=O)c2ccc3c(ccc(=O)n3CC(=O)Nc3cccc(F)c3)c2)CC1	/	/	?	4%	5%	/	/
CCn1nc(C)c(CNC(=O)C2CCC(=O)N(Cc3cccc(F)c3)C2)c1C (stereo not drawn)	/	-10%	-17	-7%	?	-1%	11%
Nc1nc(SCc2ccccc2)c2[nH]cnc2n1	9%	-28%	52	1%	0%	5%	6%
O=S(=O)(NCC(c1cccnc1)N1CCOCC1)c1ccc(Cl)cc1 (stereo not drawn)	5%	-4%	31	-11%	-6%	2%[11.5 µM]	1%
Cc1ccccc1-c1nc(S(=O)(=O)c2ccccc2)c(NCCCN2CCOCC2)o1	-6%	147%[activator]	-14	2%	/	/	60%[activator]
COc1ccccc1NC(=O)CCc1nc(-c2cccs2)no1	-5%	-21%	31	1%	0%	6%	11%
CC(=O)c1c(C)[nH]c(C(=O)OCC(=O)Nc2sc3c(c2C#N)CCCC3)c1C	13µM*	?	-12	-11%	-1%	-2%	11%
CN(C)c1ccc(CN(C(=O)COc2ccc(Br)cc2)C2CCS(=O)(=O)C2)cc1 (stereo not drawn)	4%	72%[activator]	-1	-9%	?	-1%	?
N/C(=N\OC(=O)c1ccc2c(c1)OCO2)c1cccnc1	-1%	0%	22	-23%	-5%	25µM*	0%
CN1C(=O)N(C)c2ccc(Br)c3cccc1c23	14µM*	31%	?	-1%	0%	7%	-8%
Cc1cc(NC(=O)C2CC(c3ccc(Cl)cc3)=NO2)no1 (stereo not drawn)	14%	-25%	-13	-2%	-15%	3%	-10%
C[C@@H]1O[C@H](C2CCCC2)Cc2[nH]c(=S)[nH]c(=O)c21	/	/	8	-5%	/	/	92%[activator]
Cc1[nH]c2ccccc2c1/C=N/Nc1cccc(C(=O)O)c1	13%	-38%	120	-12%	0%	-3%	4%
CN(CCOC(=O)CN1C(=O)c2ccccc2C1=O)C1=NS(=O)(=O)c2ccccc21	/	-7%[11.4 µM]	/	/	?	2%	/
CS(=O)(=O)NCc1nnc2n1-c1ccc(Cl)cc1C(c1ccccc1)=NC2	34%[activator]	-2%	-19	-1%	-6%	2%	-13%
O=C(CN1C(=O)c2ccccc2S1(=O)=O)NCc1ccc(F)cc1	3%	-14%	6	3%	-2%	-12%	13%
N#CCc1ccc(C(=O)c2ccccc2F)s1	?	0.79µM*	47	2%	-3%	6%	-5%
C[n+]1c2n(c3ccccc31)N=C(c1cc(C(C)(C)C)c(O)c(C(C)(C)C)c1)CS2	?	119%[activator]	-101*	1%	4%	2%	-16%
C#CCN1N=C(c2ccc(C)cc2)CSC1=O	-6%	/	-8	4%	/	/	14%
CCOC(=O)N1CCC(NC(=O)c2ccc(CS(=O)c3cccc(C)c3)o2)CC1 (stereo not drawn)	-3%	7%	-23	-6%	-6%	-8%	-14%

Part of the list above in order of formula weight, high to low:
SMILES	HCV inh	AmpC inh no detg	HCMV inh	Tb PYK inh	AmpC detergent	LmPK inh	AMA1-RON2 inh
CS(=O)(=O)NCc1nnc2n1-c1ccc(Cl)cc1C(c1ccccc1)=NC2	34%[activator]	-2%	-19	-1%	-6%	2%	-13%
CC(=O)c1c(C)[nH]c(C(=O)OCC(=O)Nc2sc3c(c2C#N)CCCC3)c1C	13µM*	?	-12	-11%	-1%	-2%	11%
Cc1[nH]c2ccccc2c1/C=N/Nc1cccc(C(=O)O)c1	13%	-38%	120	-12%	0%	-3%	4%

Quoted from the listing:
COc1ccccc1NC(=O)CCc1nc(-c2cccs2)no1 – AmpC inh no detg: -21%
COc1ccc(Nc2nnc(SCC(=O)N3CCCC3)s2)cc1 – HCV inh: -8%
C[C@@H]1O[C@H](C2CCCC2)Cc2[nH]c(=S)[nH]c(=O)c21 – AMA1-RON2 inh: 92%[activator]
O=C(CN1C(=O)c2ccccc2S1(=O)=O)NCc1ccc(F)cc1 – LmPK inh: -12%

Later entries.
SMILES	HCV inh	AmpC inh no detg	HCMV inh	Tb PYK inh	AmpC detergent	LmPK inh	AMA1-RON2 inh
COc1ccc2cc(-c3[nH]ncc3CN3CCCN(c4ccccc4)CC3)ccc2c1	-6%	20%	-10	7%	-5%	0%	?
CC(C)c1ccc(S(=O)(=O)N2CCN(CC(=O)c3ccc(O)c(O)c3)CC2)cc1	/	-32%	-36	/	?	5%	/
CC(C)CNC(=O)c1ccccc1NC(=O)CN(c1ccc2c(c1)OCCO2)S(C)(=O)=O	-11%&-19%	-38%	7	-12%	0%	5%	3%
COc1ccc(CNC(=O)c2cc3c(=O)n(Cc4ccc(OC)cc4)ccc3nc2C)cc1	/	/	-75*	2%	-2%	/	/
Cc1ccc(-n2ncc3c(=O)n(CC(=O)NC4CCCC4)cnc32)cc1C	11%	-12%	4	1%	-10%	4%	9%
Cc1ccc(C)c(OCC(=O)N2CCOCC2)c1	3%	-1%	35	-7%	-12%	1%	?
COc1ccc(CN(C)c2ccc(-c3nc(C)no3)cc2[N+](=O)[O-])cc1	/	/	-8	5%	-7%	/	/
Cc1nc2cc(C(=O)N3c4ccccc4CC3C)ccc2s1 (stereo not drawn)	?	13%	-10	1%	2%	-4%	-3%
Cc1nc(NCCCN2CCOCC2)c2oc3ccccc3c2n1	?	-29%	-5	5%	-1%	1%	15%
Nc1c(-c2ccccc2)cnn1-c1cccc(C(F)(F)F)c1	13%	?	-106*	-5%	-3%	6%	1%
C/C=C/CSc1nc2c(c(=O)[nH]c(=O)n2C)n1Cc1ccc(C)cc1	5%	-11%	-34	-7%	?	7%	-3%
Cc1nc2ccccc2c2c1C(=O)N(c1ccc(C(=O)O)cc1)C2=O	14%	-9%	3	5%	-10%	-4%	-2%
COCCn1c(C(C)C)nc2ccccc21	8%	-3%	12	-5%	7%	-2%	0%
O=[N+]([O-])c1cccc(S(=O)(=O)Nc2ccc(S(=O)(=O)N3CCCC3)cc2)c1	5%	/	19	-6%	/	/	-1%
O=C(Cc1c(F)cccc1Cl)Nc1ncc([N+](=O)[O-])s1	?	-38%	-2	-11%	1%	0%	-5%
COc1ccc(N2CSC3=C(C#N)C(c4cc(OC)ccc4OC)CC(=O)N3C2)c(OC)c1 (stereo not drawn)	?	-14%	/	7.9µM*	?	2%	44%[activator]
CCN(CC(=O)Nc1ccc2c(c1)OCCO2)C(=O)/C=C/c1cccc(C(F)(F)F)c1	-13%	12%	?	-3%	/	/	-8%
COc1cc(NC(=O)CN(C)C2CCCCC2)c(C)cc1[N+](=O)[O-]	1%	-4%	12	-3%	?	1%	4%
Cc1ccc(-c2csc3nc4cc(C(N)=O)ccc4c(=O)n23)cc1	44%[activator]	-8%	-13	-6%	1%	2%	-24%
CCCNC(=O)c1ccccc1SCc1c(C)noc1C	4%	57%	34	-2%	0%	-6%	-6%
CCOCCCNC(=O)c1c[nH]c2ccc(S(=O)(=O)Nc3cccc(OC)c3)cc2c1=O	7%&-21%	4%	-12	9%	-2%	1%	9%
O=S(=O)(NC(=NC1CCCCC1)c1ccccc1)c1ccc(F)cc1	/	32%	5	1%	3%	2%	-5%
CCOC(=O)c1cccc(NC(=O)c2ccc3c(c2)OCO3)c1	?	-39%	27	-5%	-15%	-4%	9%
CCCCn1c(SCC(=O)N2CCOCC2)nnc1-c1ccoc1C	-17%	0%	51	-7%	?	-7%	-2%
CC(=O)NS(=O)(=O)c1ccc(Nc2ccc([N+](=O)[O-])c3nonc23)cc1	9%	-13%	?	6%	-11%	?	-1%
O=C(Nc1ccc(Br)cc1)Nn1cnnc1	4%	-16%	-19	-4%	0%	-5%	-3%
Cc1ccc(OCC(=O)N(Cc2cccs2)C2CCS(=O)(=O)C2)cc1C (stereo not drawn)	-8%	43%	-17	-20%	5%	-6%	2%
COc1cc(CN(C(=O)COc2ccc(Br)cc2)c2ccccn2)cc(OC)c1OC	/	/	-5	2%	-2%	/	/
O=C(NCc1ccccc1)c1ccc2c(=O)n(CCCN3CCCC3=O)c(=S)[nH]c2c1	?	-9%	0	2%	?	3%	65%[activator]

Compounds were not picked by outcome; overall some 7.5% were active at least once.
